Screening results as filed in PubChem.
MsrA inhibitor = inhibitors of bovine MsrA; purified bovine MsrA, absorbance read-out; inhibition, % at 15.5 µM; 0.75% of 360,000 active; AID 651718; in the data active = inhibition above about 4.5%;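 note: 0% = vehicle wells with enzyme and 100% = reference inhibitor wells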
CendR NRP1 mod = modulators of CendR peptide binding to human neuropilin-1 | inhibition, % at 25 µM | FAM-RPARPAR peptide binding to NRP-1, fluorescence polarization | 0.85% of 360,000 active | O14786 | AID 602438;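 active = inhibition or corrected inhibition above about 18%, plus a signal ratio from 0.5 to 1.5, limit read from the data, passing the limit was not always enough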; note: strong numbers were not always called active
DNMT1 block = inhibitors of human DNMT1. DNMT1 molecular beacon, Hinp1I cleavage, fluorescence. inhibition (reported as % activation of signal), % at 10 µM. 0.83% of 360,000 active. AID 588458; in the data active = inhibition above about 50%
eLon inh = inhibits E. coli Lon protease; P0A9M0; 0.42% of 360,000 active; inhibition, % at 7.94 µM; purified E. coli Lon protease, fluorescence polarization; AID 602123; in the data active = inhibition above about 13%, passing the limit was not always enough;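 note: 0% = enzyme with probe and DMSO and 100% = no enzyme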
LMPTP block = blocks human LMPTP phosphatase; 0.22% of 360,000 active; P24666; inhibition, % at 20 µM; recombinant LMPTP-A, OMFP fluorogenic substrate, fluorescence intensity;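 active = compounds that cut the enzyme signal by at least half of the control window in the single-dose screen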;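 note: plate controls were DMSO wells with enzyme plus substrate for no effect and substrate without enzyme for full effect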
Target sequence (P24666 whole entry, looked up): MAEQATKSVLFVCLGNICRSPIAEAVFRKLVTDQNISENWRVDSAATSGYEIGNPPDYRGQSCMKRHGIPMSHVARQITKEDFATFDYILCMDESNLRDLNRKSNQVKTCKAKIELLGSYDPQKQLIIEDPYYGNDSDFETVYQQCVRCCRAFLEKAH
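Test system: LMPTP-A, protein tyrosine phosphatase of low molecular weight; Input: 0.625 nM enzyme; Incubation: 50 min dark incubation at room temperature; Signal: endpoint fluorescence intensity from OMFP dephosphorylation; Read-out basis: % inhibition versus control wells.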
SUMO1 PPI mod = modulators of human SUMO1-mediated protein-protein interactions | SUMO1 binding to a labelled peptide, TR-FRET, 1 h | inhibition, % at 20 µM | 0.33% of 360,000 active; in the data active = inhibition above about 37%
Target sequence (P63165 whole entry, looked up): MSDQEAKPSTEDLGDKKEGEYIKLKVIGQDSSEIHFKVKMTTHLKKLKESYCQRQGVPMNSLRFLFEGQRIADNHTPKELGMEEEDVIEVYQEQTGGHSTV
MsrA act = activators of bovine methionine sulfoxide reductase A. 0.3% of 360,000 active. activation, % at 10.6 µM. AID 602163. purified bovine MsrA, absorbance read-out; in the data active = activation above about 7.5%;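 note: 0% = vehicle and 100% = reference activator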
STEP inh = blocks human striatal-enriched tyrosine phosphatase; P54829; recombinant STEP, OMFP fluorogenic substrate, fluorescence; inhibition, % at 20 µM; 0.25% of 360,000 active; AID 588621;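 active = inhibition at 20 µM, scaled per plate between control wells, above about 37%, limit read from the data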;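 note: 0% = DMSO with enzyme and substrate and 100% = substrate only without enzyme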
Target sequence (P54829 whole entry, looked up): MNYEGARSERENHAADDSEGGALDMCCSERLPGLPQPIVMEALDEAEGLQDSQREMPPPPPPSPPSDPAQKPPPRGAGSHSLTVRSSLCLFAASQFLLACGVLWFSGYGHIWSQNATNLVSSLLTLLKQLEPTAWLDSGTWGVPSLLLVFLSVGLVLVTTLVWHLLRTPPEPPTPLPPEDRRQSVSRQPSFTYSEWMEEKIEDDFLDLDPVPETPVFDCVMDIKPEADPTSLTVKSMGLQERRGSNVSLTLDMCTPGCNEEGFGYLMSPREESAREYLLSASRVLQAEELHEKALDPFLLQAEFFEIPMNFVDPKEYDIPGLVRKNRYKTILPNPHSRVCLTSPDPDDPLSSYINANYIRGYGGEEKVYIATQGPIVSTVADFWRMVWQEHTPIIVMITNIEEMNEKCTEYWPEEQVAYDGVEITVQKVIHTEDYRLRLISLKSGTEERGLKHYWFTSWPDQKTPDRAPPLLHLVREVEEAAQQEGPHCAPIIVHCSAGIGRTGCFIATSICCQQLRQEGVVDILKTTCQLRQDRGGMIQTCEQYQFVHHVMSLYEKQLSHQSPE
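Measure: Control-normalized % inhibition with plate pattern correction | Test system: STEP phosphatase, cell-free reaction | Medium: pH 6.0 Bis-Tris with DTT and Tween 20 | Technique: Fluorescence, 480/540 nm | Times: Reaction 20 min, ambient temperature | Doses: Single compound dose of 20 µM, 1% DMSO final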
Scp1 inh = blocks human Scp-1 phosphatase activity | Q9GZU7 | Recombinant Scp1, phosphopeptide, malachite green phosphate absorbance | inhibition, % at 20 µM | 0.88% of 340,000 active | AID 493091;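 active = inhibition above about 50% at 20 µM, limit read from the data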;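 note: plate controls were DMSO wells with enzyme for no effect and wells lacking enzyme for full effect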
Target sequence (Q9GZU7 76-261 limits assumed): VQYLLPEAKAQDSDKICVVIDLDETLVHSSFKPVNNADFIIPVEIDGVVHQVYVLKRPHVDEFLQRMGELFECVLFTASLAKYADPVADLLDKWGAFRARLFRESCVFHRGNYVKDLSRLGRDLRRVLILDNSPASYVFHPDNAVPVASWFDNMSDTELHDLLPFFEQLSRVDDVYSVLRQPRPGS
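System: SCP-1 catalytic domain; Reagent: Phospho 17-mer peptide substrate; Doses: one concentration, 20 µM, with 1.0% DMSO; Incubation: 45 min room-temperature reaction, 5 min colour, 30 min stabiliser; Signal: Phosphate-binding colour reagent, absorbance read at 630 nm.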
Tb MetRS inh = blocks T. brucei methionyl-tRNA synthetase activity; purified T. brucei MetRS, ATP depletion, Kinase-Glo luminescence; inhibition, % at 11.9 µM; 0.4% of 360,000 active;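 active = inhibition above a per-plate cutoff of the control wells' mean inhibition plus 3 SD, cut at about 5.5% in these data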;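 note: 0% = DMSO wells median and 100% = median of wells with control inhibitor compound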
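Dosing: 11.9 µM single point; system: parasite MetRS enzyme; technique: luminescence of leftover ATP; times: 15 min enzyme-compound preincubation, 2 h reaction, 10 min detection, 25 °C; replicates: each compound tested once; read-out basis: percent inhibition relative to median high and low control wells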
* hit, by the source's call; . = not tested or not shown.

#1 Cc1ccc(SCc2cc(=O)[nH]c(N3CCN(Cc4ccccc4)CC3)n2)cc1
#2 COc1cccc(Nc2nc(-c3sc(NC(=O)CC(C)C)nc3C)cs2)c1
#3 CC(C)C[C@H](NC(=O)c1nc[nH]c1C(=O)N[C@@H](CC(C)C)C(=O)OCc1ccccc1)C(=O)OCc1ccccc1
#4 CCCc1nnc(NC(=O)CCC(=O)NC2CC2)s1
#5 Cc1ccc(Oc2ccc(NC(=O)c3ccco3)cc2)cc1
#6 CCC1(CC)NC(=O)N(CC(=O)OCC(=O)c2ccccc2OC)C1=O
#7 CCC(Cc1ccccc1)NC(=O)CCc1ccccc1 (stereo not drawn)
#8 COC(=O)[C@@]1(Sc2ccc(C)cc2)CC(=O)N[C@@H]1c1ccco1
#9 CCOc1cc(N2CCOCC2)c(OCC)cc1NC(=O)CN1CCCC1
#10 CCOc1cc2c(cc1O)CCC1C2CCC2(C)C(O)CCC12 (stereo not drawn)

entry no.	1	2	3	4	5	6	7	8	9	10
MsrA inhibitor	1.0	1.3	0.1	0.5	0.4	-0.2	-0.6	1.0	0.1	0.2
CendR NRP1 mod	-4	-17	-4	-4	2	4	4	-12	-6	9
DNMT1 block	-7	-48	-12	-1	-3	-4	2	.	0	5
eLon inh	-9	-17	-6	-9	0	-10	-8	3	-4	5
LMPTP block	0.5	2.1	1.7	-0.7	1.8	0.6	-0.4	-0.5	-1.9	0.2
SUMO1 PPI mod	4	32	-3	1	3	-2	3	0	-3	-4
MsrA act	0	1	-8	-11	-13	-2	1	-1	-3	-6
STEP inh	-1	2	0	-2	0	4	-1	.	2	-1
Scp1 inh	-9	4	1	0	-11	-3	-10	.	-10	-8
Tb MetRS inh	-1.1	0.6	-0.5	0.1	-1.7	-0.3	-0.3	-0.3	-0.6	-0.3

Single entries from the list:
#2 in LMPTP block → 2.1
#8 in eLon inh → 3
#1 in Scp1 inh → -9

More entries
#11 Cc1c(CCO)c(=O)[nH]n1S(=O)(=O)c1ccccc1
#12 COc1ccc(C(=O)N/C(=C\c2ccc3c(c2)OCO3)C(=O)Nc2ccc(C(=O)O)cc2)cc1
#13 CC(C)(O)C#Cc1cccc(-c2nc(C(=O)NCCCN3CCOCC3)cc3c2[C@H](CCO)N(S(=O)C(C)(C)C)C3)c1 (stereo partly drawn)
#14 CC(C)C1Nc2c(O)cc(Cl)c([N+](=O)[O-])c2C2C=CCC21 (stereo not drawn)
#15 CCCC(C(=O)Nc1ccc(C)c(S(=O)(=O)N2CCOCC2)c1)c1ccccc1 (stereo not drawn)
#16 CC(C)C[C@H](NC(=O)N1CC(=O)Nc2ccccc21)C(=O)N1CCC(C(=O)O)CC1
#17 O=C(O)c1ccccc1-c1ccccc1C(=O)NCCCO
#18 O=C(CCC(=O)c1cccs1)NNC(=O)c1cc(Cl)ccc1Cl
#19 Cc1cn(C)c(=O)n(C)c1=O
#20 Cn1c(-c2ccco2)n[nH]c1=S

entry no.	11	12	13	14	15	16	17	18	19	20
MsrA inhibitor	0.2	4.3	-0.4	0.8	-0.2	0.0	-0.6	-1.6	0.4	-0.3
CendR NRP1 mod	0	-4	-10	23	0	10	-9	10	-2	5
DNMT1 block	-1	3	0	-6	0	5	1	9	0	1
eLon inh	12	-2	-11	-3	-9	11	0	-9	-6	0
LMPTP block	0.8	0.9	5.2	2.3	-3.2	-0.8	-0.7	-1.7	-0.1	-1.0
SUMO1 PPI mod	3	0	11	-10	6	3	1	5	0	-2
MsrA act	0	-13	-3	-8	1	-3	-2	-1	-1	-6
STEP inh	-5	0	7	19	-3	-2	-4	3	-1	-1
Scp1 inh	-3	-4	.	-3	-6	-1	-9	-10	10	4
Tb MetRS inh	-0.1	-1.1	-0.4	-0.1	-0.4	0.4	-0.3	-0.1	-0.7	-1.1

Full records, quoted from the list. Order of screens: MsrA inhibitor	CendR NRP1 mod	DNMT1 block	eLon inh	LMPTP block	SUMO1 PPI mod	MsrA act	STEP inh	Scp1 inh	Tb MetRS inh
Record of Cn1c(-c2ccco2)n[nH]c1=S = -0.3	5	1	0	-1.0	-2	-6	-1	4	-1.1
Record of CCCC(C(=O)Nc1ccc(C)c(S(=O)(=O)N2CCOCC2)c1)c1ccccc1 (stereo not drawn) = -0.2	0	0	-9	-3.2	6	1	-3	-6	-0.4
Record of O=C(O)c1ccccc1-c1ccccc1C(=O)NCCCO = -0.6	-9	1	0	-0.7	1	-2	-4	-9	-0.3

Further structures follow:
#21 Cc1sc2nc(COC(=O)c3cccc(OC(F)F)c3)[nH]c(=O)c2c1C
#22 O=C(O)COc1ccc2c(c1)O/C(=C\c1ccco1)C2=O
#23 CC1CCCCN1CCCNC(=O)c1c(O)nc2ccccn2c1=O (stereo not drawn)
#24 CCOc1ccc(N2C(=O)CC(/C=C3/N(C)c4ccccc4C3(C)C)C2=O)cc1 (stereo not drawn)
#25 Cc1ccc(Cl)cc1NS(=O)(=O)c1cn(C)nc1C
#26 COc1ccc(CCC(=O)NNC(=O)Nc2ccc(C(C)=O)cc2)cc1
#27 CCOc1ccccc1-n1c(SCC(=O)N(CC)CC)nnc1-c1ccccn1
#28 COc1cc(O)c2c(=O)c3c(OC)c(O)ccc3oc2c1
#29 COc1ccc(CNC(=O)C2CCN(S(=O)(=O)c3ccc(SC)cc3)CC2)cc1
#30 Cc1ccc(NC(=O)CCC(=O)N/N=C/C=C/c2ccccc2)cc1

entry no.	21	22	23	24	25	26	27	28	29	30
MsrA inhibitor	1.1	1.7	1.0	0.8	-0.7	0.3	1.4	0.2	0.4	0.7
CendR NRP1 mod	-4	-32	16	-11	-14	9	5	-2	3	0
DNMT1 block	-6	69*	-1	-19	-1	0	3	-3	-2	14
eLon inh	-10	0	-4	-55	1	-6	1	-11	-7	3
LMPTP block	2.2	1.9	-3.0	1.2	0.9	-0.6	-2.1	0.8	1.1	-0.3
SUMO1 PPI mod	1	7	-9	-1	8	0	5	-3	-2	-4
MsrA act	-3	-13	-1	-2	-2	-4	-2	-1	-2	-2
STEP inh	0	77*	-2	4	2	1	0	2	-4	2
Scp1 inh	1	75*	-8	-9	-6	0	0	-9	-10	-10
Tb MetRS inh	0.3	-1.2	0.1	-0.6	-0.4	1.5	-0.3	-0.1	-0.2	-0.5

#31 O=C(CSc1nnc2ccccn12)Nc1ccc2c(c1)OCCO2
#32 N#C/C(=C\c1ccc([N+](=O)[O-])cc1)C(=O)Nc1ccccc1O
#33 Nc1nn2cc(-c3ccccc3)nc2c2ccccc12
#34 CCCc1cc(=O)[nH]c(SCCc2ccccc2)n1
#35 O=C(CC1CCCC1)NNC(=O)c1ccc(F)cc1
#36 CC(=O)OC1[C@H](Oc2c(O)c(C)c3c4c2[C@@H](C)CC[C@@H]4[C@@H](C)C[C@@H]3C=C(C)C)OC[C@@H](O)[C@@H]1O (stereo partly drawn)
#37 C=CCn1c(SCC(=O)OCC)nc(C(F)(F)F)cc1=O
#38 O=C(COC(=O)CNC(=O)c1ccccc1)Nc1ccccc1Cl
#39 Cn1cc(-c2nnnn2-c2ccccc2)c(=O)c2ccccc21
#40 Cc1ccccc1NC(=O)Cn1nc(C(=O)O)c2ccccc2c1=O

entry no.	31	32	33	34	35	36	37	38	39	40
MsrA inhibitor	-0.2	-0.8	2.2	0.5	1.6	-1.2	0.2	1.5	2.7	0.1
CendR NRP1 mod	8	-16	-13	-6	-1	15	5	-6	3	12
DNMT1 block	1	-6	-9	-7	0	4	1	-1	-1	0
eLon inh	-10	2	4	-4	3	2	2	-5	11	-6
LMPTP block	-0.9	-0.1	1.5	0.5	-1.0	-0.4	0.1	0.0	-0.7	0.0
SUMO1 PPI mod	0	-8	6	4	7	2	-3	1	1	-6
MsrA act	0	-3	-2	-2	-3	-2	-10	-3	0	-1
STEP inh	-1	-3	-3	-1	-1	-5	-1	1	0	-1
Scp1 inh	-4	-10	6	-5	-3	-14	1	-1	-11	-3
Tb MetRS inh	0.2	-0.6	-1.1	-0.3	-0.4	-0.4	-1.2	0.1	0.3	-0.1

Some of these compounds in order of their number in MsrA inhibitor, ascending:
no.	SMILES	MsrA inhibitor
36	CC(=O)OC1[C@H](Oc2c(O)c(C)c3c4c2[C@@H](C)CC[C@@H]4[C@@H](C)C[C@@H]3C=C(C)C)OC[C@@H](O)[C@@H]1O (stereo partly drawn)	-1.2
25	Cc1ccc(Cl)cc1NS(=O)(=O)c1cn(C)nc1C	-0.7
7	CCC(Cc1ccccc1)NC(=O)CCc1ccccc1 (stereo not drawn)	-0.6
15	CCCC(C(=O)Nc1ccc(C)c(S(=O)(=O)N2CCOCC2)c1)c1ccccc1 (stereo not drawn)	-0.2
9	CCOc1cc(N2CCOCC2)c(OCC)cc1NC(=O)CN1CCCC1	0.1
11	Cc1c(CCO)c(=O)[nH]n1S(=O)(=O)c1ccccc1	0.2
1	Cc1ccc(SCc2cc(=O)[nH]c(N3CCN(Cc4ccccc4)CC3)n2)cc1	1.0

(more compounds)
#41 C=CCn1c(CNC(=O)c2ccco2)nnc1SCC(=O)c1ccccc1
#42 Cc1ccc(-c2nc(=S)c3c(n2Cc2cccnc2)CC(C)(C)OC3)cc1
#43 OC(CC#CCN1CCCCC1)(c1ccccc1)c1ccccc1
#44 O=C(Nc1ccc2[nH]c3c(c2c1)CCCC3)c1ccco1
#45 CC(C(=O)NCCN1C(=O)S/C(=C\c2cccnc2)C1=O)N1C(=O)c2ccccc2C1=O (stereo not drawn)
#46 CSc1ccccc1C(=O)C1CCCN(Cc2c(C)n(C)n(-c3ccccc3)c2=O)C1 (stereo not drawn)
#47 COc1ccc(C(C(=O)NC(C)(C)C)N(Cc2ccco2)C(=O)CCC(=O)Nc2cc(C)on2)cc1 (stereo not drawn)
#48 CC(O)(c1cccnc1)c1nc(-c2ccc3ccccc3c2)cs1 (stereo not drawn)

entry no.	41	42	43	44	45	46	47	48
MsrA inhibitor	-0.4	0.0	0.1	0.1	4.6*	-1.5	0.3	0.3
CendR NRP1 mod	-6	1	2	4	8	6	3	-1
DNMT1 block	0	2	-2	-12	-2	6	2	1
eLon inh	-5	-7	-12	10	-3	-1	-3	-2
LMPTP block	-1.1	-0.6	-0.5	-2.0	-0.5	-0.4	-0.2	3.6
SUMO1 PPI mod	3	9	-3	17	-26	2	-2	-23
MsrA act	1	-4	-2	-7	-11	-2	1	-1
STEP inh	2	-1	-1	-1	-1	-3	1	0
Scp1 inh	-3	-7	-7	3	12	-3	-6	.
Tb MetRS inh	-0.4	0.2	0.0	-0.7	-1.9	0.3	-0.7	-0.3
